Screening results as filed in PubChem BioAssay.
TLR9-MyD88 inh: inhibitors of human TLR9-MyD88 binding; Q9NR96+Q99836; CHO BLA complementation TLR9-MyD88, CCF4 FRET ratio; inhibition, % at 4.98 µM; 0.21% of 340,000 active;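 active means inhibition above the mean over all tested compounds plus 3 SD, cut at about 21% in these data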;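 further: 0% = DMSO only wells and 100% = clavulanate BLA inhibitor control wells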
C8 TRAIL sens: sensitizes caspase-8 expressing cells to TRAIL; NB7+C8 cells + TRAIL, ATPlite viability luminescence; 1% of 360,000 active; inhibition (viability loss, TRAIL sensitization), % at 10 µM;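 active means compounds causing at least 50% loss of cell viability in the single-dose screen, relative to plate controls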
NCOA1 inh: inhibitors of human steroid receptor coactivator 1 (SRC1); HEK293 GAL4-SRC1 luciferase reporter, luminescence; inhibition, % at 3.6 µM; 0.12% of 360,000 active;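 active means inhibition above the campaign mean plus 3 SD, with each screening campaign given its own cutoff, cut at about 60% in these data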;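 further: 0% = DMSO treated cells and 100% = gossypol at 36 µM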
LMP1 NFkB inh: inhibitors of Epstein-Barr LMP1-induced NF-kappaB reporter; inhibition, % at 12.5 µM; 0.69% of 350,000 active; LMP1-induced NF-kappaB luciferase reporter cells, luminescence; in the data active means inhibition above about 41%;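 further: 0% = neutral control wells and 100% = reference inhibitor control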
COUP-TFII inh: NR2F2 (human) inhibition, primary screen. P24468. 0.7% of 370,000 active. AID 686940. inhibition, % at 8.6 µM. HEK293T NGFI-A luciferase reporter, luminescence;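 active means inhibition above a per-plate cutoff, mean inhibition of test wells between control levels plus 3 SD, cut at about 38% in these data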;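 further: cells cotransfected with COUP-TFII expression vector driving the NGFI-A reporter; 0% = median of COUP-TF2 test wells and 100% = reporter-only cells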
SRC2 inh: inhibits human steroid receptor coactivator 2 | Q15596 | HEK293 GAL4-SRC2 luciferase reporter, luminescence | inhibition, % at 9 µM | 0.17% of 370,000 active | AID 651957;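 active means inhibition above the mean inhibition of all tested compounds plus 3 SD, set per campaign, cut at about 52% in these data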;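 further: 0% = DMSO treated cells and 100% = cells given Gossypol at 36 µM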
NCOA3 inh: human NCOA3 inhibition | HEK293 GAL4-SRC3 luciferase reporter, luminescence | inhibition, % at 3.6 µM | 0.17% of 360,000 active;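 active means inhibition above a per-campaign cutoff, the mean of all compounds plus 3 SD, cut at about 60% in these data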;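 further: 0% = DMSO-treated cells and 100% = gossypol-treated cells at 36 µM; higher means less SRC3-driven luciferase light from the GAL4 reporter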
NOD2 RIPK2 PPI: NOD2-RIPK2 protein interaction inhibition | O43353 | CHO BLA complementation NOD2-RIPK2, CCF4 ratio | inhibition, % at 4.98 µM | 0.38% of 360,000 active | AID 624267; in the data active means inhibition above about 21%;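 further: 0% = vehicle only and 100% = reference blocker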
NR5A2 inv ag: NR5A2 inverse agonism in reporter assay. O00482. HEK293T StAR-luciferase reporter, LRH-1 transfected, 24 h. inhibition, % at 3.6 µM. 0.13% of 360,000 active. AID 602396;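 active means inhibition above the mean inhibition of all tested compounds plus 3 SD, cut at about 73% in these data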;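 further: 0% = DMSO wells and 100% = reporter-only cells lacking LRH-1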
TROY NFkB inh: TROY signaling inhibition. inhibition, % at 10 µM. AID 1347056. 0.98% of 360,000 active. Q293 LMP1-TROYcd NF-kB luciferase reporter, 4 h;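 active means compounds whose plate-normalised and pattern-corrected inhibition of the luciferase reporter signal at the single screening dose is 50% or more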
TWEAK Fn14 block: TWEAK-Fn14 signaling inhibition. TWEAK-stimulated Fn14 reporter cells, luciferase luminescence, 8 h. inhibition, % at 10 µM. 2% of 360,000 active; in the data active means inhibition above about 50%
* hit, by the source's call; x = not tested or not shown. Not all compounds are listed; rates above refer to the full screens.

Order of results: NOD2 RIPK2 PPI	TWEAK Fn14 block	TLR9-MyD88 inh	TROY NFkB inh	C8 TRAIL sens	NCOA3 inh	SRC2 inh	NR5A2 inv ag	NCOA1 inh	LMP1 NFkB inh	COUP-TFII inh
CCCCCCCCCCCCN1[C@@H](CC(=O)OC)c2cc(F)cc(F)c2S1(=O)=O
    -1	1	4	-8	2	9	-3	18	1	8	0
O=[N+]([O-])c1cccnc1Sc1n[nH]c(-c2ccc(Cl)cc2)n1
    -1	-32	-1	-55	-1	-2	-21	-30	-11	-14	-9
CCOC(=O)C1CCCN(Cc2cc(OC)c(O)c(OC)c2)C1 (stereo unspecified)
    -9	-13	-7	-2	0	10	14	-3	-24	-30	1
Cc1cc(=O)oc(C)c1C(=O)Nc1cccc(F)c1
    -12	-13	-9	3	-11	11	-9	-4	1	-12	-6
CCOC(=O)C(NC(C)=O)(Nc1ccc(S(=O)(=O)Nc2nccs2)cc1)C(F)(F)F (stereo unspecified)
    2	2	2	7	-9	5	-2	1	-6	4	25
c1ccc2c(Nc3nc(N4CCOCC4)c4ccccc4n3)cccc2c1
    13	52*	4	19	12	11	-4	23	-11	-2	17
CC(C)(C)OC(=O)n1cc(CCO)c2ccccc21
    -6	0	-1	-3	12	6	-2	2	-2	-1	-3
Cc1ccccc1-n1c(=O)cc(N2CCc3ccccc3C2)[nH]c1=O
    1	-1	16	10	-16	-6	-3	-4	-15	4	2
COc1cccc(C2Oc3ccccc3C3CC(c4cccs4)=NN32)c1 (stereo unspecified)
    0	-17	x	-77	3	-28	-54	-22	-33	x	2
Cc1cc(=O)[nH]c(-c2ccccc2O)n1
    0	-1	2	0	-7	20	x	5	3	-13	x
Cc1nn(C)cc1CN(C)C(=O)c1cc(COc2ccc(F)cc2F)on1
    -12	6	5	-5	1	-9	28	4	-9	-7	13
Cc1ccc(C2(c3noc(CN4C[C@@H](C)O[C@@H](C)C4)n3)CCCC2)cc1
    -8	-2	4	2	-5	-4	-10	7	3	-5	-2
O=C(CSCCS(=O)(=O)c1ccc(Cl)cc1)Nc1ccccc1
    -4	-1	-3	8	-3	6	-42	10	8	-4	-1
O=C(N/N=C\c1ccco1)Nc1cccc(Cl)c1
    -10	3	-1	-50	-1	-59	-43	-182	-45	0	-55
CCOC(=O)c1cc(-c2ccccc2)sc1NC(=O)CSc1nncs1
    -6	12	-3	12	-2	3	7	1	6	1	-6
Cc1ccc(S(=O)(=O)NCC(c2ccco2)N2CCOCC2)cc1 (stereo unspecified)
    -3	-19	3	6	-3	15	8	-9	3	-6	20
CCN(CCNC(=O)C1CCCN(S(=O)(=O)c2cnc[nH]2)C1)c1ccccc1 (stereo unspecified)
    6	-10	10	-1	-4	18	9	6	3	0	-29
CN(CCO)c1cc(N2CCN(C(=O)c3ccco3)CC2)c2nonc2c1[N+](=O)[O-]
    -1	3	10	1	5	-1	-4	4	6	6	14
Cc1cccnc1NC(=O)CCNC(=O)c1ccccc1Cl
    -2	17	0	15	-14	-1	-19	-13	3	1	10
CCN1CCN(CCC(=O)Nc2ccc(F)c(F)c2)CC1
    -8	15	1	8	0	-11	-17	-6	11	1	-11
CC(C)Cc1nnc(NC(=O)c2cccc(S(=O)(=O)N3CCOCC3)c2)s1
    -9	0	-3	2	-17	7	1	-3	-8	-6	-12
COc1cc(NC(=O)C2CC3CCC2C3)c(OC)cc1Cl (stereo unspecified)
    -1	-8	-2	5	-1	12	8	13	8	5	-13
COc1cc(CN2CCNC(=O)C2CC(=O)N2CCCO2)cc(OC)c1 (stereo unspecified)
    -14	-8	-6	6	-2	10	-11	13	0	-8	2
COc1ccccc1CNC(=O)Cn1c(=O)oc2cc(Cl)ccc21
    3	0	0	-4	1	12	-34	19	-20	-2	10
CC(C)c1ccccc1NC(=O)CSc1n[nH]c(=O)n1C1CC1
    -10	-3	-9	-24	15	-20	-7	-2	-16	3	4
CCCCC(=O)Nc1ccc2c(c1)nc1n2CCSC1
    -3	-7	3	-40	16	-85	-69	-98	-67	-10	-40
CC(=O)N(c1ccc(C(C)C)cc1)C1C=CS(=O)(=O)C1 (stereo unspecified)
    -9	-17	-6	14	3	-18	-19	3	2	-8	-11
COc1cccc(C2=CC(=O)C[C@H](c3ccc(F)cc3)C2)c1
    3	-4	-5	-15	-11	-1	-4	-24	-3	3	-4
CC(C)NC(=O)NC(=O)COC(=O)c1ccc(S(=O)(=O)NCc2ccco2)cc1
    -4	27	-12	-5	5	14	12	22	-5	33	-13
COc1ccc(N2CCN(C(=O)COC(=O)Cc3cccc(OC)c3)CC2)cc1
    4	-10	-4	-18	2	2	-16	14	9	1	17
C/C(=N\NC(=O)CN1CCCCC1)c1cccc([N+](=O)[O-])c1
    -9	-23	-2	-23	11	6	-50	-32	-37	-22	-45
O=C(OCC(=O)N1CCC(Cc2ccccc2)CC1)c1cccnc1Cl
    -19	-26	-7	-55	-14	-5	-5	10	14	-1	-11
O=C1c2cnccc2CN1Cc1ccccc1
    -2	-2	-1	-19	-1	4	-22	12	6	-1	5
CCC(=O)Nc1ccc(S(=O)(=O)Nc2ncccn2)cc1
    3	5	1	9	11	4	-20	9	11	4	10
O=c1c2cc(NC(=S)NCc3ccccn3)ccc2nc2n1CCCCC2
    -16	23	9	-18	-7	5	9	4	2	-6	-3
CCN(CC)C(=O)c1nc[nH]c1C(=O)N1CCC(C)CC1
    -5	-2	-5	-11	8	-4	4	-40	-16	3	14
O=C(CSc1nnc(-c2ccccc2)n1-c1ccccc1)N1c2ccccc2Sc2ccccc21
    -3	1	1	7	2	-6	-11	-17	-22	-9	-13
COc1ccc(CC(=O)NC(C)(C)C)cc1S(=O)(=O)N1CCOCC1
    -1	0	-12	18	-17	-5	6	-4	6	-5	-1
CCC(CC)C(=O)NCc1ccc2c(c1)cc(C)n2C
    -13	0	2	5	-14	15	-4	-16	-18	-1	17
CCOC(=O)c1cccc(Nc2ncnc3ccc(C)cc23)c1
    -24	38	-8	13	-13	0	17	-6	-1	17	14
O=C(Oc1cccnc1)c1ccccc1[N+](=O)[O-]
    6	-10	-13	6	0	-6	-17	-13	4	10	20
CCOC(=O)Cc1nnc(NC(=O)CSc2nncn2C)s1
    -10	-5	-8	8	-3	-4	17	11	-3	-2	2
COc1ccc(S(=O)(=O)N2CCCN(CC(=O)Nc3cc(NC(C)=O)ccc3OC)CC2)cc1
    0	-9	6	-4	4	5	-1	11	10	-1	14
O=C(NC1CCCCC1)c1ccc(S(=O)(=O)NCc2ccco2)cc1
    -2	-3	-3	-6	-3	12	-30	13	-5	6	6
COc1ccc(Cl)cc1NC(=O)c1cccc(NC(=O)CCC(=O)O)c1
    2	-3	1	-17	-6	-1	9	-2	1	0	14
COc1ccc(CC(=O)Nc2ccccc2C(=O)N2CCOCC2)cc1OC
    4	-4	-3	1	9	17	7	-1	-3	-4	-6
CC(OC(=O)CNS(=O)(=O)c1ccc2ccccc2c1)C(=O)N(C)c1ccccc1 (stereo unspecified)
    -12	18	8	-15	-4	6	-2	-12	-4	1	-3

Eleven of the compounds above, with tabs:
mol	NOD2 RIPK2 PPI	TWEAK Fn14 block	TLR9-MyD88 inh	TROY NFkB inh	C8 TRAIL sens	NCOA3 inh	SRC2 inh	NR5A2 inv ag	NCOA1 inh	LMP1 NFkB inh	COUP-TFII inh
CCN(CC)C(=O)c1nc[nH]c1C(=O)N1CCC(C)CC1	-5	-2	-5	-11	8	-4	4	-40	-16	3	14
O=C(CSc1nnc(-c2ccccc2)n1-c1ccccc1)N1c2ccccc2Sc2ccccc21	-3	1	1	7	2	-6	-11	-17	-22	-9	-13
COc1ccc(CC(=O)NC(C)(C)C)cc1S(=O)(=O)N1CCOCC1	-1	0	-12	18	-17	-5	6	-4	6	-5	-1
CCC(CC)C(=O)NCc1ccc2c(c1)cc(C)n2C	-13	0	2	5	-14	15	-4	-16	-18	-1	17
CCOC(=O)c1cccc(Nc2ncnc3ccc(C)cc23)c1	-24	38	-8	13	-13	0	17	-6	-1	17	14
O=C(Oc1cccnc1)c1ccccc1[N+](=O)[O-]	6	-10	-13	6	0	-6	-17	-13	4	10	20
CCOC(=O)Cc1nnc(NC(=O)CSc2nncn2C)s1	-10	-5	-8	8	-3	-4	17	11	-3	-2	2
COc1ccc(S(=O)(=O)N2CCCN(CC(=O)Nc3cc(NC(C)=O)ccc3OC)CC2)cc1	0	-9	6	-4	4	5	-1	11	10	-1	14
O=C(NC1CCCCC1)c1ccc(S(=O)(=O)NCc2ccco2)cc1	-2	-3	-3	-6	-3	12	-30	13	-5	6	6
COc1ccc(Cl)cc1NC(=O)c1cccc(NC(=O)CCC(=O)O)c1	2	-3	1	-17	-6	-1	9	-2	1	0	14
COc1ccc(CC(=O)Nc2ccccc2C(=O)N2CCOCC2)cc1OC	4	-4	-3	1	9	17	7	-1	-3	-4	-6
